# Source: PubChem BioAssay
# Neddyl block = inhibitors of cullin neddylation, primary screen, biochemical, TR-FRET, uHTS, NAE and Ubc12; NEDD8-conjugating enzyme Ubc12 (Homo sapiens) + NEDD8-activating enzyme E1 regulatory …; calls only at 25 µM; hit rate 0.58% among 360,000; AID 651699, 2012; in the data active = inhibition above about 36%
# TbMetRS inhib = T. brucei MetRS inhibitors, primary screen, biochemical, luminescence | inhibition, % at 11.9 µM | hit rate 0.4% among 360,000 | AID 624268, 2012 | purified T. brucei MetRS, ATP depletion, Kinase-Glo luminescence | methionyl-tRNA synthetase (Trypanosoma brucei brucei);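 active = inhibition above a per-plate cutoff of the control wells' mean inhibition plus 3 SD, cut at about 5.5% in these data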;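 note: 0% = DMSO wells median and 100% = median of wells with control inhibitor compound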
#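 Test system: purified T. brucei MetRS enzyme. Also added: ATP, methionine and E. coli bulk tRNA substrates. Compound: 11.9 µM single point. Schedule: 15 min enzyme-compound preincubation, 2 h reaction, 10 min detection, 25 °C. Signal: luciferase luminescence of residual ATP, Kinase-Glo. Evaluation: percent inhibition versus plate control medians. Controls: DMSO wells, low control.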
# LMPTP inh = LMPTP phosphatase inhibitors, primary screen, biochemical, fluorescence intensity, uHTS | recombinant LMPTP-A, OMFP fluorogenic substrate | inhibition, % at 20 µM | hit rate 0.22% among 360,000;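 active = compounds that cut the enzyme signal by at least half of the control window in the single-dose screen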;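 note: plate controls were DMSO wells with enzyme plus substrate for no effect and substrate without enzyme for full effect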
# Target sequence (P24666 whole entry, looked up): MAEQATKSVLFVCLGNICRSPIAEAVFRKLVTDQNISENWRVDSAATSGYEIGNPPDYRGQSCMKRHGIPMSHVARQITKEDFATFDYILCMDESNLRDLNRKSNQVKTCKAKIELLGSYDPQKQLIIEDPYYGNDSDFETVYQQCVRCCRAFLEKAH
#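 Assay system: LMPTP-A enzyme. Input: 0.625 nM LMPTP-A final. Probe or stimulus: 400 µM OMFP. Compound dosing: single 20 µM dose. Schedule: 50 min dark incubation at room temperature. Detection: fluorescence intensity of OMFP turnover product. Read-out: percent inhibition versus substrate-only and uninhibited controls. Benchmarks: no-enzyme low control, uninhibited high control.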
# NadD block = inhibitors of S. aureus NadD, primary screen, biochemical, colorimetric, uHTS; AID 602399, 2012; Nicotinate-nucleotide adenylyltransferase NadD (Staphylococcus aureus N315); purified NadD enzyme, colorimetric absorbance read-out; hit rate 0.78% among 360,000; inhibition, % at 20 µM; in the data active = inhibition above about 26%; note: some compounds past the cut are filed as inactive
# STEP inh = STEP phosphatase inhibitors, primary screen, biochemical, fluorescence intensity, uHTS | recombinant STEP, OMFP fluorogenic substrate | inhibition, % at 20 µM | hit rate 0.25% among 360,000;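 active = inhibition at 20 µM, scaled per plate between control wells, above about 37%, limit read from the data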;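 note: 0% = DMSO with enzyme and substrate and 100% = substrate only without enzyme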
# Target sequence (P54829 whole entry, looked up): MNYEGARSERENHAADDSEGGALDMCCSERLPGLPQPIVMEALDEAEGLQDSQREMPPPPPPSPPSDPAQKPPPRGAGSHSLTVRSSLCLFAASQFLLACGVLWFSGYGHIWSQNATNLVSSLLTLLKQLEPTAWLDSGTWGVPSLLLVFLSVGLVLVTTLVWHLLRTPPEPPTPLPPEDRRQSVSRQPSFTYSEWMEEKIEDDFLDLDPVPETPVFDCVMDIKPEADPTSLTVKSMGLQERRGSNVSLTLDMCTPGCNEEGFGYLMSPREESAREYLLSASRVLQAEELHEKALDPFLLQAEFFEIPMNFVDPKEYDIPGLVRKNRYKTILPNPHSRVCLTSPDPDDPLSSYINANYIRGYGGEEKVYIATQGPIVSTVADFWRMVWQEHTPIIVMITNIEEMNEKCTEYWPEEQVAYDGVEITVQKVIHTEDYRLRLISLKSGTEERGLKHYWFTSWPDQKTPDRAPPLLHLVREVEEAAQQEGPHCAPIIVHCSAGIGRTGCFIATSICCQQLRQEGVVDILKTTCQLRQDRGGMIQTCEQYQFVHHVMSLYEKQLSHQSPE
#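 System: isolated STEP enzyme; schedule: 20 min enzyme reaction at room temperature, protected from light; medium: Bis-Tris buffer pH 6.0, 2.5 mM DTT, 0.005% Tween 20; signal: fluorescence, 480/540 nm; dosing: single compound dose of 20 µM, 1% DMSO final; also added: OMFP substrate, 25 µM final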
# DNMT1 block = human DNMT1 methyltransferase inhibitors, primary screen, biochemical, molecular beacon, fluorescence, HinP1I cleavage, uHTS; hit rate 0.83% among 360,000; inhibition (reported as % activation of signal), % at 10 µM; DNA (cytosine-5)-methyltransferase 1 (Homo sapiens), P26358; AID 588458, 2011; in the data active = inhibition above about 50%
# SUMO1 PPI mod = modulators of SUMO1 protein-protein interactions, primary screen, biochemical, uHTS; SUMO1 binding to a labelled peptide, TR-FRET, 1 h; AID 602429, 2012; Small ubiquitin-related modifier 1 (Homo sapiens), P63165; hit rate 0.33% among 360,000; inhibition, % at 20 µM; in the data active = inhibition above about 37%
# Target sequence (P63165 whole entry, looked up): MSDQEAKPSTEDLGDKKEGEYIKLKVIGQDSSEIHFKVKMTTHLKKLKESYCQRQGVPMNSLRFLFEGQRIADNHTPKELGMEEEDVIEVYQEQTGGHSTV
# Scp1 inh = Scp-1 phosphatase inhibitors, primary screen, biochemical, colorimetric, uHTS; Carboxy-terminal domain RNA polymerase II polypeptide A small phosphatase 1 (Homo …; Recombinant Scp1, phosphopeptide, malachite green phosphate absorbance; inhibition, % at 20 µM; hit rate 0.88% among 340,000;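 active = inhibition above about 50% at 20 µM, limit read from the data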;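 note: plate controls were DMSO wells with enzyme for no effect and wells lacking enzyme for full effect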
# Target sequence (Q9GZU7 76-261 limits assumed): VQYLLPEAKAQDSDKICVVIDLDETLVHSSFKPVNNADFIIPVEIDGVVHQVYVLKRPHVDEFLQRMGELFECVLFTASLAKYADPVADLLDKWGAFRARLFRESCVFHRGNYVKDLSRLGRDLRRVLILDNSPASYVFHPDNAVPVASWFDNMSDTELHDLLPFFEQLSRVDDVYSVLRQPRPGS
#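 Times: enzyme reaction 45 min at room temperature, colour 5 min, stabilisation 30 min. Material: SCP-1 catalytic fragment, aa 76-261. Medium: Acidic Tris acetate buffer with magnesium and detergent. Signal: colorimetric free-phosphate detection, absorbance 630 nm. Read-out basis: % inhibition of SCP-1 phosphate liberation. Reagent: Phosphorylated 17-residue peptide substrate.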
# SKN-1 inh = suppressors of acrylamide-induced Pgst-4::GFP reporter in worms, primary screen, SKN-1 inhibitor project, whole organism, uHTS, GFP/RFP fluorescence ratio, strain VP596. inhibition, % at 21.8 µM. C. elegans VP596 Pgst-4::GFP/RFP ratio, 24 h. hit rate 0.49% among 360,000;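 active = interference check ratio from 0.5 to 1.5 plus GFP to RFP signal ratio inhibition reaching or exceeding a fixed threshold, cut at about 30% in these data, passing the limit was not always enough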; note: some compounds called inactive have numbers as strong as hits
# NRP1-CendR mod = modulators of CendR peptide binding to NRP-1, primary screen, biochemical, fluorescence polarization, uHTS | Neuropilin-1 (Homo sapiens), O14786 | FAM-RPARPAR peptide binding to NRP-1 | inhibition, % at 25 µM | hit rate 0.85% among 360,000 | AID 602438, 2012;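 active = inhibition or corrected inhibition above about 18%, plus a signal ratio from 0.5 to 1.5, limit read from the data, passing the limit was not always enough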; note: strong numbers were not always called active
# * = called active by the depositor; i = inactive; nt = no result given.
Neddyl block,TbMetRS inhib,LMPTP inh,NadD block,STEP inh,DNMT1 block,SUMO1 PPI mod,Scp1 inh,SKN-1 inh,NRP1-CendR mod,compound
i,-0.7,0.7,-1,-1,1,-12,-1,-4,-1,O=C(O)C(Cc1ccccc1)N1C(=O)c2cccc3cccc(c23)C1=O (centres undefined)
i,-0.4,-1.9,-5,-2,1,-3,0,0,6,COCCNC(=O)c1ccc(N2CC3CC(C2)c2cccc(=O)n2C3)c(NC(=O)c2cc(OC)cc(OC)c2)c1 (centres undefined)
i,0.1,-0.7,7,1,4,0,6,13,18,O=C(O)CCN1CC2([N+](=O)[O-])CC=C(OCCO)C([N+](=O)[O-])(C1)C2 (centres undefined)
i,0.2,3.0,14,1,-2,1,2,1,8,O=C(NC(=S)Nc1ccccc1N1CCN(C(=O)c2ccccc2)CC1)c1ccccc1F
i,-0.2,-1.2,-4,3,8,-22,nt,4,-4,O=C1c2ccccc2C(=O)N1N=Cc1ccc2c(c1)OCO2
i,-0.2,1.2,4,-2,-1,-15,-12,-4,-13,O=[N+]([O-])c1ccc(P(=O)(Cc2ccccc2)c2ccccc2O)cc1 (centres undefined)
i,0.2,1.1,0,-1,3,4,-6,-1,1,Cc1cccc(NC(=O)CSc2nc(C3CC3)nc3ccccc23)c1
i,-0.5,-1.9,2,-5,-1,1,2,-2,-3,COc1cc(CC(=O)NCCc2ccc(S(N)(=O)=O)cc2)cc(OC)c1OC
i,0.5,2.3,3,0,-6,10,-1,10,0,CCNc1nc(NCC)nc(SCCOc2ccc(C)cc2)n1
i,-0.5,1.4,-8,4,2,1,-9,-1,-14,CCOC(=O)Cn1nnc(-c2ccc(OCC(C)C)cc2)n1

# Complete entries, quoted from the list:
# O=C1c2ccccc2C(=O)N1N=Cc1ccc2c(c1)OCO2 as listed: Neddyl block: i; TbMetRS inhib: -0.2; LMPTP inh: -1.2; NadD block: -4; STEP inh: 3; DNMT1 block: 8; SUMO1 PPI mod: -22; Scp1 inh: nt; SKN-1 inh: 4; NRP1-CendR mod: -4
# O=[N+]([O-])c1ccc(P(=O)(Cc2ccccc2)c2ccccc2O)cc1 (centres undefined) as listed: Neddyl block: i; TbMetRS inhib: -0.2; LMPTP inh: 1.2; NadD block: 4; STEP inh: -2; DNMT1 block: -1; SUMO1 PPI mod: -15; Scp1 inh: -12; SKN-1 inh: -4; NRP1-CendR mod: -13

# (cont.)
Neddyl block,TbMetRS inhib,LMPTP inh,NadD block,STEP inh,DNMT1 block,SUMO1 PPI mod,Scp1 inh,SKN-1 inh,NRP1-CendR mod,compound
i,-0.1,-0.3,-5,23,1,-1,-7,8,19,Cc1ccccc1CN1CCC(C(=O)Nc2ccc(Oc3cccnc3)cc2)CC1
i,-0.1,-0.3,-4,3,2,5,2,-16,-11,Cc1cccc(NS(=O)(=O)c2ccc(C(=O)NCCCN3CCCC3=O)cc2)c1C
i,-0.2,-1.1,5,1,1,-10,3,20,-7,O=C(CN1C(=O)CC(c2ccccc2)=Nc2ccccc21)NC1CCCCC1
i,-0.6,0.3,-5,2,0,2,-11,11,2,COC(=O)c1c(C(=O)OC)c(-c2ccc(C)cc2)n2c1CCC2
i,0.0,-2.0,-1,1,-2,3,-9,6,11,C=C(C)CNC(=S)NNC(=O)c1cc(C)oc1C
i,-0.3,-1.3,1,-2,1,1,-8,2,12,Cc1ccc(NC(=O)CN(C)C(=O)CSc2nccn2C)cc1
i,-0.3,-0.7,-7,2,3,4,-8,0,12,O=C(COC(=O)Cc1ccsc1)Nc1ccccc1Cl
i,0.0,1.3,4,1,1,4,12,0,3,COc1ccc(Cn2nnnc2C(c2cccs2)N2CCOCC2)cc1 (centres undefined)
i,-0.8,0.0,-2,3,-4,-3,-7,-15,-6,C=CC[N+](C)(C)C/C(Cl)=C(\Cl)c1ccccc1
i,-1.6,0.9,-1,-2,-3,-2,2,7,-2,O=C(NCC1CCCO1)C1CCC(=O)N1Cc1ccc(F)cc1 (centres undefined)
i,-0.3,-1.4,-8,3,-5,3,-4,13,0,O=C(Cc1c(F)cccc1Cl)OCC(=O)N1CCc2ccccc21
i,-1.8,0.8,4,0,-4,-34,13,1,6,CCCOc1ccc(C(=O)Nc2nc(C)c(Cc3ccc4c(c3)OCO4)s2)cc1
i,0.1,-0.5,13,-3,-15,1,2,0,-42,COc1ccc(NC(=O)c2ccc3c(SCC(=O)O)c4c(nc3c2)CCCC4)c(OC)c1
i,-0.9,-0.1,-2,0,4,11,-5,13,11,CC(=O)c1ccc(NC(=O)C2C3CCC(C3)C2C(=O)O)cc1 (centres undefined)
i,-0.3,-1.6,-5,-2,-8,-2,nt,11,-12,Cc1ccc(S(=O)(=O)N(C)c2ccc(C(=O)NCC(c3ccco3)N3CCCC3)cc2)cc1 (centres undefined)
i,-0.8,1.8,1,1,-1,-6,9,5,1,Cc1ccc(Nc2c(-c3ccccc3O)nc3cnccn23)cc1
i,-0.5,0.2,-2,2,-1,-3,-7,9,9,CCOC(=O)C1(Cc2cccc(F)c2)CCN(C(=O)c2cscn2)CC1
i,-1.4,0.3,-3,-4,3,7,4,4,23,Cc1ccc(C)c(NC(=O)C2CCCN(S(=O)(=O)c3cccnc3)C2)c1 (centres undefined)
i,-0.1,-1.9,0,0,5,-2,-3,6,-9,CN(C)/C(CN1CCCCC1)=C1\N=C(c2ccccc2)OC1=O
i,0.2,-0.4,2,-1,0,2,-4,16,-1,COc1ccc(NC(=O)C2CCC(CNS(=O)(=O)c3csc(C(N)=O)c3)CC2)cc1OC (centres undefined)
i,0.4,-0.7,-1,-2,1,-2,-6,13,7,Cc1cccc(C)c1OCC(=O)N/N=C/c1cccn1C
i,-0.4,-0.5,1,1,12,3,15,-19,8,COc1ccc(S(N)(=O)=O)cc1C(=O)OCC(=O)N1c2ccccc2NC(=O)C1(C)C
i,-0.8,-1.2,-6,-1,-1,-1,-7,-12,-9,O=C(NCc1ccc2c(c1)OCO2)C1CCC(=O)N1C1CCCCC1 (centres undefined)
i,-0.4,-1.3,1,-1,4,5,2,-5,-14,O=C1CCC/C=C/C[C@@H](CC(=O)N(CCO)Cc2ccccc2)C(=O)NC[C@@H](c2ccccc2)O1
i,-0.2,3.0,-4,0,2,-4,-12,-1,-3,O=C(CNc1ccccc1F)Nc1cc(S(=O)(=O)N2CCCCC2)ccc1Cl
i,-0.3,4.5,22,4,-6,15,nt,11,-6,O=C1NC[C@H](Cc2ccccc2)N(C[C@@H]2CCCN2C[C@H](Cc2ccccc2)N2C[C@H](Cc3ccccc3)N(CC3CCCCC3)C(=O)C2=O)C1=O
i,0.0,0.3,4,-1,-1,0,-8,3,18,COc1ccc(C(CC(=O)O)NC(=O)c2ccco2)cc1 (centres undefined)
i,0.1,-0.6,-8,-2,-2,-5,-9,24,6,CCc1c(-c2ccccc2)[n+](=O)c2c(n1[O-])CCC2
i,-1.1,-0.8,-1,-2,8,0,2,-12,-1,COc1ccc2oc(=N)c(C(=O)Nc3ccc(Br)cc3)cc2c1
i,-0.3,2.4,2,0,-2,-6,1,8,-8,COc1ccc(COC(=O)c2cc(S(=O)(=O)N3CCCCC3)ccc2N2CCOCC2)cc1
i,-1.0,0.5,-13,4,2,4,-5,-4,-1,O=C(CNC(=S)N(Cc1ccccc1)Cc1ccccc1F)NCc1ccccc1
i,-0.7,-0.4,-10,-3,-7,-4,-4,1,3,COc1ccc2c(c1)CCc1c(C(=O)NCCc3ccc(OC)c(OC)c3)noc1-2
i,-0.4,2.2,23,-1,2,-1,-1,2,0,CC(C)c1ccc(N(CC(=O)N/N=C/c2ccc(OC3CSC3)cc2)S(=O)(=O)c2ccccc2)cc1
i,-0.8,-0.9,-2,-1,-3,1,2,17,1,Cc1ccc(C)c(NC(=O)CCN2CCC(C)CC2)c1
i,-0.8,-0.2,-3,0,4,1,-7,-10,-3,Nc1cccc(CCc2nc3ccccc3[nH]2)c1
i,0.8,0.9,-3,-7,10,6,-4,-20,10,COc1ccc(S(=O)(=O)Nc2nc3ccccc3s2)cc1OC
i,0.0,-0.4,-5,1,1,-23,-9,-14,2,Cc1ccc(OCCNC(=O)CNC(=O)c2ccc(Cl)c([N+](=O)[O-])c2)cc1
i,-1.9,-0.6,1,-4,8,0,3,-4,-1,CC12C(=O)N(Cc3ccccc3)C(=O)C1C1C=CC2C1 (centres undefined)
i,-0.2,0.4,-5,0,-1,0,12,-10,6,COc1cc(/C=C/C(=O)O)ccc1OS(=O)(=O)c1cc(Br)ccc1C
i,-0.3,-2.2,-3,-1,1,4,35,0,-3,CC(C)OCCCNc1ncnc2c1nc1n2CCCC1
i,-0.8,4.6,-3,1,-16,8,-4,18,-6,C=CCn1cc(C(=O)NCc2ccc(Cl)cc2)c(=O)c2cc(S(=O)(=O)N(CC)CC)ccc21
i,0.5,0.2,-2,0,5,-3,-9,2,14,Cc1ccc(S(=O)(=O)N2CCC(=O)N(CCOC(=O)Nc3cc(C)cc(C)c3)CC2)cc1
i,-0.2,8.7,0,0,7,-88,3,1,134,COc1cc(/C=C(\C#N)c2nc3ccccc3o2)ccc1O
i,-0.2,-0.7,-3,-2,0,1,-8,-11,1,Cc1ccc(/C=C/S(=O)(=O)NCC(=O)O)cc1
i,-1.0,2.5,2,4,-5,-2,-7,-3,4,COCCn1c(SCc2ccc(C(=O)OC)o2)nc2cc(Cl)ccc2c1=O
i,-0.2,-1.1,0,0,4,3,nt,-8,0,CC(C)(C)Cc1c(-c2ccc(Cl)cc2)nc2c(Cl)cc(C(F)(F)F)cn12
i,-0.2,2.9,5,3,-5,-2,-2,0,2,COc1cccc(C2/C(=C(\O)c3ccc4c(c3)OCCO4)C(=O)C(=O)N2CC2CCCO2)c1 (centres undefined)
